Screening results from PubChem.
SW480 rereplic = inducers of DNA re-replication in SW480 colon cancer cells. SW480 DNA re-replication, Hoechst DNA content imaging, 48 h. Potency, µM (series often up to 46.1 µM), without a hit: at the top dose re-replication activation, hits mostly activators. actives 1.8% (n = 340,000). AID 624297; also: potency is read from the fitted curve at half-maximal effect; % of control where 0% means no effect; nearly all actives have a fitted effect of over 55% in size
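250 cells/well; 23 nL cpd via pin tool; 48 hr, 37 C, 5% CO2; Hoechst 40 min; imager read of total nuclear intensity, ex 405/em 500-530 nm.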
HT1080 IDH1KD tx = kills HT-1080 cells with IDH1 knockdown | HT-1080 IDH1 knockdown viability, ATP luminescence, 48 h | Potency, µM (top dose mostly 46.1 µM), for inactives: top-dose activity, negative = toxicity, actives largely listed as cytotoxic | actives 2% (n = 360,000) | AID 686971;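 also: potency is read from the fitted curve at half-maximal effect; 0% = DMSO wells and -100% = cell-free medium wells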
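% activity derives from luminescence (CellTiter-Glo), normalised to DMSO and no-cell wells. HT-1080-IDH1KD cells, 750/well, had 48 h compound exposure at 37 °C.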
ATXN2 expr inh = reduces ATXN2 reporter expression in HEK-293 cells | HEK-293 ATXN2-luciferase reporter, luminescence, 24 h | Potency, µM (titrated, usually from 57 µM), inactives show top-dose activity change, negative = inhibition, usual class: inhibitors | actives 0.72% (n = 360,000) | AID 1745845; also: potency is read from the fitted curve at half-maximal effect; % is scaled to controls: 0 for no effect and ±100 for the full control effect; nearly all actives have a fitted effect of over 55% in size
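ATXN2-luciferase reporter cells (luciferase flanked by upstream and downstream ATXN2 gene portions) were treated 24 h at 37 °C with compounds at up to 57 uM. SteadyGlo luminescence gave expression; GF-AFC fluorescence gave viability.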
KB-V1 MDR tox = KB-V1 MDR subline cytotoxicity; KB-V1 MDR cells viability, CellTiter-Glo, 72 h; Potency, µM (highest dose often 46.1 µM), without a hit: at the highest dose activity change, negative = cytotoxicity, hits mostly cytotoxic; actives 3.4% (n = 400,000); also: potency is read from the fitted curve at half-maximal effect; % is scaled to controls: 0 for no effect and ±100 for the full control effect; nearly all actives have a fitted effect of over 60% in size
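Compound-treated KB-V1 multidrug-resistant cells, 72 h, 37 degrees C; viability by CellTiter-Glo. Fitted qHTS curves give the values.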
HT1080-NT tox = kills 2HG-producing HT-1080-NT fibrosarcoma cells | actives 1.6% (n = 360,000) | HT-1080-NT fibrosarcoma viability, CellTiter-Glo ATP luminescence, 48 h | AID 686970 | Potency, µM (top dose mostly 46.1 µM), for the others: at the top dose activity, negative = less viability, most hits filed as cytotoxic;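 also: NT is the 2HG producing partner of a matched IDH1 knockdown line; potency is read from the fitted curve at half-maximal effect; 0% = DMSO-treated cells and -100% = media-only wells without cells; nearly all actives have a fitted effect of over 55% in size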
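Viability of the 2HG-overproducing fibrosarcoma line after 48 hours of compound exposure at 37 degrees C was determined by luminescence with CellTiter-Glo, and concentration-effect curves were then fitted and categorized.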
IL1B secr inh = inflammasome signaling inhibition, IL-1 beta readout. THP-1 LPS/ATP IL-1B secretion, AlphaLISA, 16 h; hits give low values. activity change, % at 57.5 µM. actives 4.7% (n = 360,000). AID 743279; in the data active = activity change below about -50%; inconclusive = mostly about -30% to -49%; also: % is scaled to controls: 0 for no effect and ±100 for the full control effect
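THP-1 cells pretreated 1 hr with compounds (up to 57.5 uM final), then stimulated with LPS (250 ng/mL final) plus ATP (1.25 mM final); secreted IL-1B measured by AlphaLISA after 16 hr, decreased signal indicating inhibition.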
ATXN viability = reduces viability in counter-screen for ATXN expression inhibitors; S2 cells (HEK-293 line with an ATXN2-luciferase reporter) viability, CellTiter-Fluor protease fluorescence, 24 h; Potency, µM (doses to about 56.7 µM), hits mostly cytotoxic; actives 0.49% (n = 400,000); AID 651635; also: potency is read from the fitted curve at half-maximal effect; nearly all actives have a fitted effect of over 40% in size
MCF10A rerep = induces DNA re-replication in MCF 10a normal breast cells | Potency, µM (highest dose often 46.1 µM), without a hit: at the top dose activity, positive = re-replication, hits mostly activators | MCF 10A DNA re-replication, Hoechst nuclear intensity, 48 h | actives 2.9% (n = 350,000) | AID 624296; also: potency is read from the fitted curve at half-maximal effect; % of control where 0% means no effect; nearly all actives have a fitted effect of over 50% in size
KB-3-1 cytotox = KB-3-1 parental cell cytotoxicity. KB-3-1 viability, CellTiter-Glo ATP luminescence, 72 h. actives 1.4% (n = 400,000). Potency, µM (doses to about 46.1 µM), for inactives: at the highest dose activity change, negative = cytotoxic, most hits filed as cytotoxic; also: potency is read from the fitted curve at half-maximal effect; % is scaled to controls: 0 for no effect and ±100 for the full control effect; nearly all actives have a fitted effect of over 60% in size
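72 h, 37 °C compound treatment of KB-3-1 parental cells; CellTiter-Glo added, 10 min, luminescence read. Data corrected against DMSO-only plates and normalized before curve fitting.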
* = called active by the depositor; i = inactive; ? = inconclusive; · = no result given; & = joins results of further samples; [ ] = another dose, or the depositor's remark. Unless noted, calls follow the shape of the dose curve; as a rule, active = well fitted curve in the direction sought with a large enough effect; inconclusive = small, poorly fitted or top-dose-only effect, or another doubt; inactive = no such curve, though single readings can be large; an effect the other way counts as inactive or inconclusive.

SMILES	SW480 rereplic	HT1080 IDH1KD tx	ATXN2 expr inh	KB-V1 MDR tox	HT1080-NT tox	IL1B secr inh	ATXN viability	MCF10A rerep	KB-3-1 cytotox
CCOc1ccccc1N(CC(=O)N1CCc2ccccc2C1)S(C)(=O)=O	-1%	-1%	4%	?	4%	-12	i	0%	7%
CC(C)c1ccccc1NC(=O)c1cccnc1	-4%	12%	-1%	13%	9%	28	i	-3%	9%
Cc1ccc(C(=O)Nc2ncc3c(Cl)cccc3n2)cc1	?	13µM*	?	18µM*	15µM*	-23	i	22%	?
Cc1cc(-c2ccc([N+](=O)[O-])cc2)cc(C)n1	-14%	-1%	1%	-17%	1%	17	i	-17%	19%
O=C(Nc1ncc(S(=O)(=O)c2ccc([N+](=O)[O-])cc2)s1)c1ccccc1F	?	4%	5%	-14%	-3%	14	i	15%	-9%
COc1cccc(CN2C(=NC(=O)C3CCCO3)SC3CS(=O)(=O)CC32)c1 (stereo unspecified)	·	10%	·	27%	3%	-16	i	·	1%
Cc1ccc(/C([O-])=C(/C(=S)NCc2ccc3c(c2)OCO3)[n+]2ccc(N(C)C)cc2)c(C)c1	-70%[inhibitor]	-4%	-12%	-4%	-4%	-68*	i	-26%	-3%
Cc1ccccc1NC(=O)CCC(=O)N/N=C/c1ccncc1	3%	0%	-7%	9%	6%	-12	i	0%	3%
O=C(CSc1nc2ccccc2o1)Nc1ccccc1N1CCOCC1	2%	0%	1%	?	-6%	-13	i	-14%	-2%
COc1ccc(C(C(=O)NCCC(C)C)N(CCN2CCOCC2)C(=O)Cn2nnc3ccccc32)c(OC)c1 (stereo unspecified)	-127%[inhibitor]	5%	-10%	0%	-27%	5	i	5%	1%
CCOC(=O)N1CCN(c2ccc(C(=O)CC)cc2F)CC1	-3%	6%	6%	-2%	6%	3	i	-1%	3%
COc1ccc(NS(=O)(=O)c2cccc(C(=O)N/N=C/c3ccc(O)cc3)c2)cc1	-10%	-1%	-13%	2%	-6%	31	i	0%	22%

Filtered by structure, the entries above with a nitro group on carbon (2)
SMILES	SW480 rereplic	HT1080 IDH1KD tx	ATXN2 expr inh	KB-V1 MDR tox	HT1080-NT tox	IL1B secr inh	ATXN viability	MCF10A rerep	KB-3-1 cytotox
Cc1cc(-c2ccc([N+](=O)[O-])cc2)cc(C)n1	-14%	-1%	1%	-17%	1%	17	i	-17%	19%
O=C(Nc1ncc(S(=O)(=O)c2ccc([N+](=O)[O-])cc2)s1)c1ccccc1F	?	4%	5%	-14%	-3%	14	i	15%	-9%

The results go on:
SMILES	SW480 rereplic	HT1080 IDH1KD tx	ATXN2 expr inh	KB-V1 MDR tox	HT1080-NT tox	IL1B secr inh	ATXN viability	MCF10A rerep	KB-3-1 cytotox
CCOC(=O)c1cnc2ccccc2c1NCCc1ccc(OC)c(OC)c1	7%	1%	?	1%&0%	1%	-14	?	?	-3%&-1%
CC(C)(CNc1ccc([N+](=O)[O-])cc1C#N)N1CCOCC1	-3%	-2%	-16%	-6%	-1%	-18	i	0%	0%
COc1ccccc1Nc1nnc(SCC2CCCCO2)s1 (stereo unspecified)	?	15µM*	-16%	9.2µM*	16µM*	-16	i	?	16µM*
O=c1[nH]c2ccccc2cc1CN(Cc1cccnc1)S(=O)(=O)c1ccc([N+](=O)[O-])cc1	-27%	8%	·	15%	0%	4	i	0%	3%
Cn1c(N)c(C(=O)COC(=O)Cc2ccc(Cl)c(Cl)c2)c(=O)n(C)c1=O	-6%	-1%	·	20%	-1%	18	i	11%	2%
CS(=O)(=O)N1CCC(Oc2ccccc2C(=O)NCCCc2cccnc2)CC1	1%	16%	10%	?	10%	11	i	-2%	3%
COc1ccc(C(C)=O)cc1COc1ncnc2ccccc12	-6%	1%	3%	-21%	2%	21	i	0%	17%
CCOc1ccc(N(CC(=O)Nc2cccnc2)S(C)(=O)=O)cc1	6%	0%	-2%	3%	2%	-1	i	-6%	-4%
O=C(NCC(c1cccs1)N1CCOCC1)c1cccnc1 (stereo unspecified)	-8%	-1%	6%	27%	-4%	19	i	-18%	21%
O=C(CCc1c[nH]c2ccccc12)OCC(=O)c1ccccc1	·	-3%	·	19%	-6%	-2	i	·	-1%
C/C(CC(=O)Nc1ccc2c(c1)OCO2)=N\NC(=O)C(c1ccccc1)c1ccccc1	19%	5%	4%	-2%	15%	0	i	18%	3%
CS(=O)(=O)NCc1ccc(C(=O)NCc2ccccc2)cc1	-1%	-1%	6%	-12%	-1%	1	i	-5%	0%
C[C@@H]1CN(C(=O)c2nc3ccc(Cl)cn3c2CN(C)CCc2cnn(C)c2)C[C@H](C)O1	1%	17%	-8%	21%	1%	13	i	0%	-3%
CN(C)c1ccc(C(=S)N2CCNCC2)cc1	-4%	12%	-2%	-1%	18%	-9	i	12%	10%
CCOC(=O)CC/C(C)=N\N=C1\SC(CC(=O)O)C(=O)N1c1ccccc1 (stereo unspecified)	-8%	0%	2%	27%	16%	17	i	0%	18%
CC(C)C(=O)Nc1ccccc1C(=O)N/N=C/c1ccc([N+](=O)[O-])cc1	-7%	-9%	-6%	1%	-7%	14	i	12%	17%
Cc1ccc(C(=O)CCS(=O)(=O)c2ccc(Cl)cc2)cc1	9.2µM*	-5%	-7%	-5%	13%	0	i	3.3µM*	7%
Cn1nnc(NC(=S)NC(=O)c2cc3ccccc3o2)n1	6%	2%	·	12%	5%	14	i	-8%	2%
COc1ccccc1N1CCN(Cc2nc(N)nc(Nc3ccc(C)c(Cl)c3)n2)CC1	-2%	?	-14%	?	?	-15	i	?	-27%
CC1(C)CN(C2CCCCC2)C(=O)[C@H]1CC(=O)Nc1ccc(Br)cc1	·	17%	-12%	-4%	17%	-28	i	·	9%
CC(C)C(C(=O)NC1CCCCC1)N(CC1CCCO1)C(=O)CNS(=O)(=O)c1ccc(F)cc1 (stereo unspecified)	?	3%	-9%	-4%	11%	0	i	?	2%
O=C(O)CC(c1cccc([N+](=O)[O-])c1)N1Cc2ccccc2C1=O (stereo unspecified)	-18%	17%	14%	21%	12%	19	i	-2%	17%
CC(=O)Nc1ccc(S(=O)(=O)N2CCN(c3cc(C(F)(F)F)ccn3)CC2)cc1	?	-5%	-14%	-9%	-8%	-10	i	?	-3%
C=CCn1c(C)c(/C=C/c2cc[n+](C)cc2)c2ccccc21	15µM*	?	?	12%	-7%	-90*	i	?	2.3µM*
Cc1ccc(NC(=O)c2cccnc2C(=O)Nc2ccc(C)cc2)cc1	-2%	0%	·	-8%	-4%	33	i	?	0%
CC(=O)OCC(=O)Nc1c(C)cccc1C	?	-4%	25%	7%	1%	-10	i	?	-1%
COc1ccc(S(=O)(=O)N2CCOCC2)cc1NC(=O)CSc1nnc2n1CCCCC2	-1%	29%	0%	?	25%	6	i	1%	-1%
O=C(CN1C(=O)COc2ccc(Cl)cc21)Nc1nccs1	6%	-13%	-18%	?	-26%	13	i	13%	-22%
CCc1ccc(NC(=O)CSc2nnc(CC)c(CC)n2)cc1	5%	-1%	-11%	-8%&0%	-2%	-1	i	430%[0.0737 µM]	7%&-20%
Cc1cc(=O)[nH]c(SCCOc2ccc(OC(C)C)cc2)n1	-9%	-7%	-23%	1%	-15%	97	i	19%	-4%
O=C(CSc1nnc(C2CC2)n1-c1ccccc1)N1CCNC1=O	2%	-13%	0%	?	-2%	-21	i	-2%	-4%
O=CNCC(=O)NCCc1ccc(Cl)cc1	-1%	15%	18%	-7%	1%	12	i	5%	-8%
C/C(=N/NC(N)=S)c1ccccc1[N+](=O)[O-]	-5%	6%	-2%	-1%	5%	-7	i	-5%	0%
COc1ccc(CCC(=O)N2c3ccccc3CC2C)cc1 (stereo unspecified)	14%	6%	64%[activator]	-26%	2%	-18	i	?	-5%
CC(C)(C)OC(=O)N1CCC(NC(=O)c2[nH]c(C(F)(F)F)nc2-c2ccccc2)CC1	·	10%	12%	3%	0%	61	i	·	0%
Cc1cc(C)c2nc(NNC(=O)c3ccc(S(=O)(=O)N4CCc5ccccc5C4)cc3)sc2c1	12µM*	6.5µM*	?	0%	?	105	i	?	?
O=C(NCCCn1ccnc1)c1cccc(Cl)c1	-1%	13%	-1%	?	13%	8	i	-2%	-1%
O=S(=O)(c1ccc2ccccc2c1)N1CCN(S(=O)(=O)c2c(F)cccc2F)CC1	-14%	·	35%[activator]	-7%&0%	·	·	i	12%	?
O=C1C=C(NNC(=O)c2ccncc2)CC(c2ccccc2)C1 (stereo unspecified)	-2%	5%	·	?	5%	18	i	-3%	1%
CCN(C(=O)COC(=O)/C=C/c1ccccc1[N+](=O)[O-])C1CCS(=O)(=O)C1 (stereo unspecified)	-1%	16%	14%	17%	8%	21	i	-2%	0%
Cc1ccc2[nH]c(C(=O)N/N=C/c3ccc([N+](=O)[O-])cc3)c(C)c2c1	11%	-9%	·	-3%	-11%	-10	i	?	?
CCOCCCNC(=O)c1ccc2c(c1)N(CC)C(=O)c1ccccc1S2=O (stereo unspecified)	5%	-27%	0%	18µM*	-12%	44	i	6%	?
CCc1c(C)nc(SCC(=O)Nc2nc(-c3ccc(OC)cc3)cs2)[nH]c1=O	-3%	4%	20%	1%	9%	-14	i	-4%	8%
Cc1nc2c(ccc3nc(NC(=O)C4CC4)sc32)s1	?	?	-29%	21µM*	?	?	i	11%	?
COCCN1CCN(C(=O)c2ccc3oc(CCc4ccccc4)nc3c2)CC1	-7%	16%	1%	-12%	16%	0	i	1%	8%
O=C(O)c1ccc(COc2ccc([N+](=O)[O-])cc2)o1	-10%	6%	37%[activator]	0%	5%	4	i	-4%	3%
C=CCn1c(SCC(=O)O)nnc1-c1ccc(C(C)(C)C)cc1	-7%	5%	-11%	1%	-1%	27	i	5%	-1%
CC(=C1C(=O)c2ccccc2C1=O)N1CCC(C(N)=O)(N2CCCCC2)CC1	0%	7%	-3%	-7%	-2%	46	i	-4%	6%
